# BoNT-A LC inh2: BoNT A light chain protease inhibition; actives 0.17% (n = 360,000); inhibition, % at 10 µM; multiplex microsphere protease substrate cleavage, flow cytometry; in the data active means inhibition above about 30%; inconclusive means no clear call, values can overlap the other calls; further: plate controls were buffer without enzyme for full effect and enzyme alone for no effect
# Mtb UGM inh: inhibitors of M. tuberculosis UDP-galactopyranose mutase; P9WIQ1; purified UGM, fluorescence polarization probe displacement; inhibition, % at 10 µM; actives 0.06% (n = 320,000); AID 504406; in the data active means inhibition above about 10%, passing the limit was not always enough; inconclusive means no clear call, values can overlap the other calls
# Target sequence (P9WIQ1 whole entry, looked up): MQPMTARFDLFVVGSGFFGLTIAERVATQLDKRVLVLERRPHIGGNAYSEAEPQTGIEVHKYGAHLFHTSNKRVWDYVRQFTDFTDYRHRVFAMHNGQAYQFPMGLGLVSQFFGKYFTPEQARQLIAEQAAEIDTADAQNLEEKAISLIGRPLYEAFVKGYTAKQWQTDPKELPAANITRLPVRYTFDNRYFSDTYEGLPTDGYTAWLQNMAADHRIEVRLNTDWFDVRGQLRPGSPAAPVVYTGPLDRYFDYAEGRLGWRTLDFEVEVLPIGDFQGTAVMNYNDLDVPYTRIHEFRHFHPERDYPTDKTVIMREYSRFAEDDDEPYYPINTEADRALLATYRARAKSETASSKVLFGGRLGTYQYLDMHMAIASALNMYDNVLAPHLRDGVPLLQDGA
# PrPC surface inh: cell surface PrPC inhibition, primary TR-FRET screen | AID 720596 | actives 0.43% (n = 370,000) | inhibition, % at 13.8 µM | TR-FRET read-out | P04156; in the data active means inhibition above about 24%; further: 0% = median of the test wells and 100% = reference compound wells
# Mtb BioA inh: BioA (M. tuberculosis) enzyme inhibition. purified M. tuberculosis BioA enzyme, plate reader. inhibition, % at 9.99 µM. actives 0.096% (n = 360,000); in the data active means inhibition above about 40%; inconclusive means no clear call, values can overlap the other calls
# BoNT-F LC inh: inhibitors of Botulinum neurotoxin F light chain protease | AID 588497 | inhibition, % at 10 µM | actives 0.22% (n = 360,000) | Multiplex microsphere protease cleavage assay, flow cytometry; in the data active means inhibition above about 35%, passing the limit was not always enough; inconclusive means no clear call, values can overlap the other calls; further: plate controls were buffer without enzyme for full effect and enzyme alone for no effect
# GDH-TPI counter: GDH-TPI coupled enzyme inhibition counter-screen; inhibition, % at 4.8 µM; GDH-TPI coupled enzyme counterscreen, NADH absorbance; AID 588335; actives 1.2% (n = 360,000);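 further: 0% = DMSO wells and 100% = wells lacking the enzyme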
# CCHFV vOTU inh: blocks the CCHF virus ovarian tumor domain protease | AID 651958 | inhibition, % at 11.5 µM | actives 0.55% (n = 370,000) | CCHFV vOTU protease, Pep-AMC fluorescence; further: 0% = vehicle wells with enzyme and 100% = no enzyme wells
# FadD28 FP inh: blocks FadD28 binding to the bisubstrate probe. inhibition, % at 12.5 µM. fluorescence polarization. actives 0.22% (n = 360,000); in the data active means inhibition above about 8.5%, passing the limit was not always enough; inconclusive means no clear call, values can overlap the other calls
# Mtb FBA inh: Mtb fructose-bisphosphate aldolase inhibition; inhibition, % at 1 µM; actives 2.3% (n = 360,000); P9WQA3; purified M. tuberculosis FBA, fluorescence read-out; in the data active means inhibition above about 27%;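 further: 0% = vehicle and 100% = reference inhibitor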
# Target sequence (P9WQA3 whole entry, looked up): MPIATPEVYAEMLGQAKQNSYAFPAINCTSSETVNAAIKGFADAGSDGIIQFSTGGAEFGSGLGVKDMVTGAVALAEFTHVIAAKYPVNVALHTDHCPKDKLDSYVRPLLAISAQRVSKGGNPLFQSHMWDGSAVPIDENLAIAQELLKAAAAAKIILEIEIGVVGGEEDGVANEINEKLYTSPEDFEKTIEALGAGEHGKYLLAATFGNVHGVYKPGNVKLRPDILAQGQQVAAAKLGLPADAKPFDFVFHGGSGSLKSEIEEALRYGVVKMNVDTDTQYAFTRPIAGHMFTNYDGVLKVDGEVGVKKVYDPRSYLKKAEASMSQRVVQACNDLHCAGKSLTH
# An asterisk follows results filed as active; ? = inconclusive; . = not tested or not shown. Unless noted, no stated cut-off is given here; in the data, active means inhibition above about 30%; inactive means the rest.
SMILES,BoNT-A LC inh2,Mtb UGM inh,PrPC surface inh,Mtb BioA inh,BoNT-F LC inh,GDH-TPI counter,CCHFV vOTU inh,FadD28 FP inh,Mtb FBA inh
COc1ccccc1-c1nnc(NC(=O)c2ccccc2F)o1,-0.2,-1.8,0,0.4,0,-7,0,-2.8,-3
CC(C)(C)c1ccc(C(=O)N/N=C2\C3CN4CCN(C3)CC2(c2ccccc2)C4)cc1,0.5,.,0,.,2,7,9,0.2,4
COc1cc(Cl)c(C)cc1NC(=O)c1ccc(NS(=O)(=O)c2ccc(F)c(F)c2)cc1,0.4,1.1,4,.,0,7,-11,-1.3,-4
CC(C)(C)c1ccc(OCCC(=O)Nc2cccc(S(=O)(=O)NC3=NCCCCC3)c2)cc1,1.4,.,10,0.1,8,3,17,-1.2,-2
Fc1ccc(-c2nc3c(Cl)cc(C(F)(F)F)cn3c2Cc2ccccc2)cc1,-0.3,.,11,-1.4,-5,.,17,0.2,7
Clc1ccc(Sc2cc(Cl)c(-c3ccccc3)nn2)cc1,0.1,1.0,3,0.1,-24,6,7,-1.6,3
Cc1cc(NC(=O)Cc2ccccc2C)no1,-0.8,-1.0,0,-0.8,13,4,-17,-1.3,1
Cc1ccccc1CC(=O)OCC(=O)Nc1ccc(C)c(S(=O)(=O)N2CCCCC2)c1,-0.7,0.2,-3,0.0,-4,-2,14,-1.9,-2
COc1ccc(C(=O)c2oc3ccccc3c2N)cc1,-3.8,-0.2,-19,0.0,-8,-4,-2,-3.5,5
CCCCc1nc(C(N)=O)c2[nH]c(=O)n(-c3ccc(OCC)cc3)c2n1,0.3,-0.3,.,-0.3,0,9,.,-4.6,-1
CN1CCN(NC(=O)c2ccccc2F)CC1,0.2,-1.0,-2,-1.1,-19,7,-1,0.4,1
CCC1CCCCN1C(=S)NC(=O)c1ccco1 (configuration not stated),-0.7,-0.1,-6,-3.1,0,7,-2,-3.6,-1
CC1CCN(S(=O)(=O)c2ccc(C(=O)NCc3ccc4c(c3)OCO4)cc2)CC1,0.4,-1.5,0,-0.8,-3,8,4,-1.3,1
CCOc1ccc(C(=O)NC(=S)N(Cc2ccccc2)Cc2ccccc2)cc1,-1.2,-0.3,1,1.3,-10,5,-2,-2.0,0
CNCCCC1c2ccccc2C=Cc2ccccc21,0.0,0.6,-1,-2.3,-12,-2,-10,-4.7,8
COc1ccccc1C(CNC(=O)c1ccc(NS(=O)(=O)c2ccc(C(C)=O)cc2)cc1)N1CCCC1 (configuration not stated),-3.0,.,5,-0.9,?,10,11,-1.4,2
O=C(N/N=C/c1ccc(O)c(O)c1)c1ccc(-n2cnnn2)cc1,-0.4,-1.8,-11,-0.4,-1,25,8,0.4,52*
Cc1cc(C)c(Cn2c(=O)n(CCCC(=O)NCc3ccco3)c(=O)c3ccccc32)c(C)c1,-0.1,2.2,-3,-3.5,0,8,6,-0.2,1
COc1ccc(C(=O)C2CCCN(C3CSCCSC3)C2)cc1OC (configuration not stated),-0.2,-0.3,4,.,-1,-4,16,-3.0,2
C[N+]1([O-])[C@@H]2Cc3cc4c(cc3[C@@H]1Cc1cc3c(cc12)OCO3)OCO4 (some centres not stated),0.1,-1.6,6,-1.2,-1,-1,22,-1.9,1
O=C(/C=C/c1cccc(Br)c1)N1CCN(c2cccc(C(F)(F)F)c2)CC1,-0.3,0.7,9,-2.4,1,3,4,-3.7,0
O=C(c1cc2ccccc2oc1=O)N1CCCC1,-0.9,-1.7,9,-1.2,-8,6,5,-2.8,-1
COc1cc(/C=N/N2C(=O)C3C4c5ccccc5C(c5ccccc54)C3C2=O)ccc1O (configuration not stated),-0.6,2.5,-7,-1.2,-9,34*,-5,-2.7,1
COc1cc(/C=N/Nc2nc(N3CCCC3)nc(N3CCCC3)n2)ccc1OCc1ccccc1F,-2.8,-0.7,3,-0.7,?,-7,-4,-2.2,0
Cn1c(=O)c2c(ncn2CC(=O)Nc2nc(-c3ccc(F)c(F)c3)cs2)n(C)c1=O,-0.2,-2.1,5,1.4,-8,-4,13,-3.1,0
COc1ccccc1OCC(=O)NNC(=O)c1ccoc1C,-0.7,1.3,-5,.,5,4,-1,-2.2,-2
CCOC(=O)c1cc2c(=Cc3ccc(N(C)C)cc3)c3ccccc3n2[n+]1C,13,.,-25,.,-52,21,97*,-1.4,-1
COc1ccc(CNC(c2ccccc2)c2ccc(Cl)cc2)cc1 (configuration not stated),-4.2,-0.3,-2,-0.7,-7,-7,3,0.1,-2
Cc1cc(CNC(=O)C2CCC(=O)N(Cc3ccccc3F)C2)nn1C (configuration not stated),5.9,-2.6,-4,-0.5,11,11,14,-0.8,1
CCOc1ncccc1C(=O)NNC(=O)c1ccccc1-n1cccc1,-3.2,-2.5,3,-0.9,-3,12,4,-1.1,2
CC(=O)Nc1cccc(OCC(=O)Nc2sccc2C(N)=O)c1,-3.5,1.5,-2,-3.2,-12,9,-8,-2.9,6
COc1cccc(CSc2nc3sc(C)c(C)c3c(=O)n2Cc2ccco2)c1,5.8,-0.7,0,-1.7,8,13,7,-3.1,0
N#C/C(=C\Nc1ccc(F)c(Cl)c1)C(=O)C1CC1,.,-1.8,1,-0.6,.,5,-6,-1.0,-1
Cc1cc2cc(CNC(=O)c3ccc(Br)o3)ccc2[nH]1,67*,-1.3,6,-1.2,-110,5,5,-4.8,-3
Cc1ccc(-c2nc(NCCN(C)C)c3ccccc3n2)cc1,.,0.0,-13,-0.4,.,4,-7,-2.8,-1
CC(C)Cn1c(C(C)NC(=O)Cc2ccccc2)nc2ccccc21 (configuration not stated),-0.1,-3.9,1,-1.9,2,2,-8,-0.7,5
Cc1nc2ccccc2c(=O)n1NC(=O)c1ccccc1F,0.3,-3.1,4,-1.3,0,-4,-13,.,0
O=C(Nc1nc2ccccc2s1)c1ccccc1[N+](=O)[O-],?,0.5,3,-0.3,?,11,10,-12,-3
CC1Cc2cc(S(=O)(=O)N3CCC(C(=O)N(C)Cc4ccccc4)CC3)ccc2N1C(=O)C1CC1 (configuration not stated),-0.6,-0.7,4,-0.1,-2,-9,9,-2.8,-5
COc1ccc(CCc2nnc(CCC(=O)NCc3ccc4ncccc4c3)o2)cc1,-0.9,0.8,-4,-1.0,1,-3,-6,0.1,3
COc1cccc(C(=O)Nc2cccc(-c3ccc(N4CCOCC4)nn3)c2)c1OC,.,0.5,2,2.0,.,5,-5,-9.9,4
COc1ccc(S(=O)(=O)N2CCOC23CCN(S(=O)(=O)c2cc(F)ccc2F)CC3)cc1,-1.3,-0.9,-3,.,?,-2,6,-1.5,-2
CCn1c(SCC(=O)NCCc2ccccc2)nnc1C(C)C,-0.2,1.1,-7,.,3,3,11,-2.6,3
CCOC(=O)C1=NN(C(=O)Nc2cccc(C(F)(F)F)c2)C2C(=O)N(c3cccc(C(F)(F)F)c3)C(=O)C12 (configuration not stated),0.1,1.3,2,.,-13,-7,28,-1.6,-2
COc1ccc(-c2noc(CCC(=O)NCCCN3CCC(Cc4ccccc4)CC3)n2)cc1,0.4,0.6,-18,1.6,28,8,18,-3.4,4
CCCCNc1nc(NCc2ccccc2)nc2ccccc12,-0.1,.,12,.,-26,.,19,.,.
c1ccc(-c2ccccc2OCc2nnc3n2CCC3)cc1,-0.2,-2.4,2,.,-8,3,10,-2.3,0
CCOC(=O)c1c(C)[nH]c(N=Nc2ccccc2)c1C,-1.0,-1.9,-2,0.9,-15,10,12,-4.0,-7
CC(=O)Nc1nnc(S(=O)(=O)N2CCN(c3ccc([N+](=O)[O-])cc3Cl)CC2)s1,0.8,-0.2,-5,-3.1,0,25,16,-0.8,2
Cc1ccc(Oc2nc3ccccn3c(=O)c2/C=C(\C#N)C(=O)Nc2c(C)n(C)n(-c3ccccc3)c2=O)c(C)c1,-0.1,1.6,-3,-0.7,-7,13,-7,-2.0,-1
O=C(CN1CCCCC1)Nc1ccc(F)c(Cl)c1,-2.3,0.9,5,1.4,-29,-3,8,-1.4,2
CC(=O)N1c2ccc(S(=O)(=O)N3CCC(C(=O)NC4CCCC(C)C4C)CC3)cc2CC1C (configuration not stated),-0.2,0.3,-5,-2.0,2,1,0,-0.6,-2
CC(=O)c1cccc(NC(=O)c2ccc(N(Cc3ccccc3)S(C)(=O)=O)cc2)c1,-0.4,0.0,5,2.7,1,-2,-3,-3.9,1
CCC(C(=O)OC)n1cnc2c(cnn2-c2ccc(Cl)cc2)c1=O (configuration not stated),-0.3,2.8,-2,-1.5,1,-2,-13,-3.6,8
Cc1cccc(-c2onc3ccc(C(=O)/C=C/N(C)C)cc23)c1,3.9,5.0,4,.,-7,16,33*,-3.2,1
COc1ccc(Cc2nc3ccc(C(=O)N(C)C(C)c4nccs4)cc3o2)cc1 (configuration not stated),0.9,2.4,4,-0.9,2,9,3,-3.4,0
CCCc1c(C)c2cccc(C)c2[nH]c1=O,-1.0,1.9,12,-0.3,-4,6,2,0.9,2
Cc1cnc(C(=O)OCC(=O)Nc2ccc(Cl)cn2)cn1,-0.6,-2.7,4,0.0,12,-1,-2,0.5,-1
Cc1ccc(N(Cc2ccccc2)C(=O)c2ccc(Cl)c(S(=O)(=O)N3CCOCC3)c2)cc1,-2.8,.,-7,.,10,2,-3,-3.1,-4
CC(C)Oc1ccc(S(=O)(=O)N2CCOCC2)cc1NC(=O)CSc1nnc(C2CC2)n1C,0.5,.,9,-0.4,10,1,17,-3.0,-5

# Continued, starting with the last two of the part before.
SMILES,BoNT-A LC inh2,Mtb UGM inh,PrPC surface inh,Mtb BioA inh,BoNT-F LC inh,GDH-TPI counter,CCHFV vOTU inh,FadD28 FP inh,Mtb FBA inh
Cc1ccc(N(Cc2ccccc2)C(=O)c2ccc(Cl)c(S(=O)(=O)N3CCOCC3)c2)cc1,-2.8,.,-7,.,10,2,-3,-3.1,-4
CC(C)Oc1ccc(S(=O)(=O)N2CCOCC2)cc1NC(=O)CSc1nnc(C2CC2)n1C,0.5,.,9,-0.4,10,1,17,-3.0,-5
CCN(CC)S(=O)(=O)c1ccc(C(=O)Nc2cc(S(=O)(=O)N3CCOCC3)ccc2O)cc1,-2.0,-1.8,1,-1.3,-6,9,9,-1.2,-2
CCN(CC)CCCN1C(=O)C(=O)/C(=C(/O)c2ccccc2)C1c1cc(OC)ccc1OC (configuration not stated),0.3,2.6,-20,-0.3,18,2,54*,-0.8,3
N/C(=N\OC(=O)COc1cc(Cl)c(Cl)cc1Cl)c1ccccn1,0.4,-0.9,-1,-1.0,5,-9,-11,-4.1,-1
OCC1(Cc2ccccc2)CCN(C2CCN(c3ccccc3F)CC2)CC1,0.8,0.7,-5,.,1,9,-4,-1.2,-2
OC[C@@H]1CN(Cc2ccco2)C[C@H](n2cnc3c(NC4CC4)ncnc32)O1,-0.3,.,2,-1.2,5,2,6,-2.6,0
O=C(Nc1ccccc1-c1nnn(CC(=O)N2CCc3ccccc3C2)n1)C1CCC1,-0.4,-0.6,-1,-0.9,3,4,8,-1.5,0
Cc1cc(N2CCOCC2)nc2ccc(NC(=O)CCC(=O)N3CCN(c4ccccc4F)CC3)cc12,-2.6,1.2,-10,-0.5,7,16,-34,-1.5,50*
CC(=O)NN1C(=O)c2ccccc2NC1c1ccccn1 (configuration not stated),-0.2,-0.6,5,-1.9,1,0,-45,-2.4,27*
Nc1ccc(C(=O)OCc2nc3ccccc3[nH]2)cc1,0.6,-2.8,5,2.2,9,-8,-16,-0.4,-1

# Single records, as listed above:
# CCN(CC)S(=O)(=O)c1ccc(C(=O)Nc2cc(S(=O)(=O)N3CCOCC3)ccc2O)cc1 is listed with BoNT-A LC inh2: -2.0; Mtb UGM inh: -1.8; PrPC surface inh: 1; Mtb BioA inh: -1.3; BoNT-F LC inh: -6; GDH-TPI counter: 9; CCHFV vOTU inh: 9; FadD28 FP inh: -1.2; Mtb FBA inh: -2
# Cc1cc(N2CCOCC2)nc2ccc(NC(=O)CCC(=O)N3CCN(c4ccccc4F)CC3)cc12 is listed with BoNT-A LC inh2: -2.6; Mtb UGM inh: 1.2; PrPC surface inh: -10; Mtb BioA inh: -0.5; BoNT-F LC inh: 7; GDH-TPI counter: 16; CCHFV vOTU inh: -34; FadD28 FP inh: -1.5; Mtb FBA inh: 50*
# OCC1(Cc2ccccc2)CCN(C2CCN(c3ccccc3F)CC2)CC1 is listed with BoNT-A LC inh2: 0.8; Mtb UGM inh: 0.7; PrPC surface inh: -5; Mtb BioA inh: .; BoNT-F LC inh: 1; GDH-TPI counter: 9; CCHFV vOTU inh: -4; FadD28 FP inh: -1.2; Mtb FBA inh: -2
